Screening data (PubChem)
VIM-2 inhibitor – blocks Pseudomonas aeruginosa VIM-2 metallo-beta-lactamase | purified VIM-2, nitrocefin hydrolysis, epi-absorbance fluorescence | inhibition, % at 5.6 µM | 290,000 compounds, 0.89% hits | AID 1527;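 active = inhibition above the mean of all tested compounds plus 3 SD, cutoff set per screening run, cut at about 7.5% in these data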;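 note: red hydrolysis product quenches plate fluorescence so inhibitors raise well fluorescence; 0% = enzyme with DMSO and 100% = DMSO without enzyme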
PHOSPHO1 inh – blocks human PHOSPHO1 phosphatase activity | recombinant PHOSPHO1, absorbance phosphatase assay | inhibition, % at 13.3 µM | 290,000 compounds, 1.1% hits | AID 1565 | Q8TCT1; in the data active = inhibition above about 60%
p-CIP stab down – lowers stability of the mouse p/CIP coactivator protein; Q05BA5; AID 1984; F442A p/CIP-EGFP cells, EGFP fluorescence, 16 h; 290,000 compounds, 0.01% hits; decrease of EGFP signal, % at 10 µM;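 active = EGFP signal decrease of at least 30% at 10 µM or well 3 SD below plate mean, unless failing retest; inactive = the rest, including hits failing retest or dose response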; note: some compounds called inactive have numbers as strong as hits; many of its hits are not listed in these tables
PfM18AAP inh – PfM18AAP enzyme inhibition; recombinant PfM18AAP, H-Glu-NHMec fluorogenic cleavage; inhibition, % at 7.35 µM; 290,000 compounds, 1.2% hits; AID 1822;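 active = inhibition above the campaign mean inhibition over all tested compounds plus 3 SD, cut at about 28% in these data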;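 note: 0% = plate median of test compound wells and 100% = 2 mM ZnCl2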
GPR7 antagonist – human neuropeptides B/W receptor 1 antagonism; P48145; GPR7-expressing cells, fluorescence antagonist assay; inhibition, % at 4.4 µM; 290,000 compounds, 1.1% hits; AID 1861; in the data active = inhibition above about 16%, passing the limit was not always enough;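 note: cells stimulated with the agonist NPW; 0% = agonist with vehicle and 100% = vehicle without agonist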
IMP-1 inhibitor – blocks Pseudomonas aeruginosa IMP-1 metallo-beta-lactamase; purified IMP-1, nitrocefin hydrolysis, epi-absorbance fluorescence; inhibition, % at 5.6 µM; 290,000 compounds, 0.45% hits;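 active = inhibition above the mean plus 3 SD of all compounds in the same screening run, cut at about 4.5% in these data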;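 note: 0% = IMP-1 with DMSO and 100% = DMSO wells lacking enzyme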
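System – purified recombinant IMP-1 beta-lactamase · Input – IMP-1 dispensed at 0.2 nM · Timing – 15 min preincubation plus 25 min reaction at 25 °C · Signal – Epi-absorbance fluorescence, 480 nm excitation, 530 nm emission · Measure – percent IMP-1 inhibition derived from blank-referenced optical density · Controls – Enzyme-plus-DMSO low control, enzyme-free DMSO high control · Replication – singlicate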
IDE cell inh – inhibits human insulin-degrading enzyme in HEK cells | FAbetaB cleavage, fluorescence polarization | inhibition, % at 5.59 µM | 320,000 compounds, 0.41% hits | AID 434962;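 active = percent inhibition above the average of all tested compounds plus 3 SD, set per screening campaign, cut at about 16% in these data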;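 note: IDE supplied by intact live HEK cells; FP after avidin binding of uncleaved biotin substrate so inhibition keeps polarization high; 0% = DMSO wells and 100% = 60 µM reference IDE inhibitor Ii1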
Target sequence (P14735 whole entry, looked up): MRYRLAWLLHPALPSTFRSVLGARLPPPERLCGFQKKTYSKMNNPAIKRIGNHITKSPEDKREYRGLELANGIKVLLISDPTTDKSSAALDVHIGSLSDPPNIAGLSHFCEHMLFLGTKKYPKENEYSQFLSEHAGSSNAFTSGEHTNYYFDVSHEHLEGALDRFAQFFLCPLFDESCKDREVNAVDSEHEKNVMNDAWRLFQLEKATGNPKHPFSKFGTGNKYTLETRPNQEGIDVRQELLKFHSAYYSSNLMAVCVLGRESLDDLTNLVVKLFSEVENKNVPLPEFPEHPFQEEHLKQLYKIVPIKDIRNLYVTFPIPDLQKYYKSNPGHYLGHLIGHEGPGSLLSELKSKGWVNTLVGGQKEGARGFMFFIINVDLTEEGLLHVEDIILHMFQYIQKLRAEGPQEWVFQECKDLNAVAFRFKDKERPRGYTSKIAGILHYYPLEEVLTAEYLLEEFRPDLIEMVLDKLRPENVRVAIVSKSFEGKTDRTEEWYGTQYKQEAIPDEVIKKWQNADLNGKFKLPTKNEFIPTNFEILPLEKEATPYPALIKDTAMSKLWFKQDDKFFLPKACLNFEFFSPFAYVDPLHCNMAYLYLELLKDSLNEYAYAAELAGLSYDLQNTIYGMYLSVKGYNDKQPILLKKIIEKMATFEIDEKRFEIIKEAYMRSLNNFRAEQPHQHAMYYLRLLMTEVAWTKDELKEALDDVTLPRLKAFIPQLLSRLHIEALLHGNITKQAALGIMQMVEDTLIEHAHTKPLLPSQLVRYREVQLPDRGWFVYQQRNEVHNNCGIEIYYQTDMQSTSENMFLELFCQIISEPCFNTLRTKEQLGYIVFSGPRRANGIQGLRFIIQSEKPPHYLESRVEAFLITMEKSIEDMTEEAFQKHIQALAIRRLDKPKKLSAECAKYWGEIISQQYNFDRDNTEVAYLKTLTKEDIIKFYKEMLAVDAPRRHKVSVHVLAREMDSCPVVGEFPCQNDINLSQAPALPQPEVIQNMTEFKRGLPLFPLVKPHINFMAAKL
IDE act – activators of human insulin-degrading enzyme in cells; 340,000 compounds, 0.073% hits; AID 493087; P14735; activation, % at 5.96 µM; HEK cells, FAbeta-B cleavage, fluorescence polarization; 0% vehicle, 100% cell-free pure enzyme wells;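 active = activation above the mean of all tested compounds plus 3 SD, set per screening campaign, cut at about 17% in these data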
NALP1 yeast inh – NALP1 inhibition. S. cerevisiae NALP1/ASC/caspase-1 growth, X-gal OD620, 72 h. inhibition, % at 10 µM. 280,000 compounds, 0.61% hits. AID 2071; in the data active = inhibition mostly above about 24%, no sharp cut-off; inactive = mostly below about 32%; note: some compounds called inactive have numbers as strong as hits
* hit, by the source's call; nt = not tested or not shown.

item | SMILES | VIM-2 inhibitor | PHOSPHO1 inh | p-CIP stab down | PfM18AAP inh | GPR7 antagonist | IMP-1 inhibitor | IDE cell inh | IDE act | NALP1 yeast inh
1 | c1ccc2c(c1)CCCN2Cc1nnc2n1CCCCC2 | 0.4 | 23 | -3 | 4 | -9 | -3.2 | -1 | 2 | 5
2 | CCC(=O)Nc1ccc2c(c1)C(=O)N(C1CCCCC1)C2=O | -1.8 | 2 | 3 | -3 | 5 | -4.9 | -1 | 6 | 2
3 | CC(C)OC(=O)C1C(=O)CC(C)(O)C(C(=O)OC(C)C)C1c1ccccc1 (centres undefined) | -2.8 | 4 | -10 | -4 | -6 | -3.9 | 3 | 4 | -13
4 | CC1=NN(C(=O)Cc2ccc(C)cc2)C(O)(c2cccnc2)C1 (centres undefined) | -0.2 | -1 | 14 | 3 | -6 | -0.7 | 2 | 5 | -17
5 | CCCCC(=O)NS(=O)(=O)c1ccc(N=NN(CC)CC)cc1 | -0.1 | 32 | -9 | -4 | -5 | 0.3 | -1 | -1 | -10
6 | CCc1cc(=O)oc2cc(C)c(CN3CCCCC3)c(O)c12 | 13* | 11 | -16 | 10 | 5 | 19* | -2 | 0 | -14
7 | COc1ccc(-c2ccc([C@H]3[C@H]4C=CC[C@@H](C)[C@@H]4C(=O)N3Cc3ccccc3)c(F)c2)cc1C | nt | 22 | -10 | nt | nt | nt | 6 | 5 | 2
8 | CCOc1ccc2nc(SCC(=O)NC3CCS(=O)(=O)C3)[nH]c2c1 (centres undefined) | -0.6 | 19 | -3 | 5 | -3 | 1.3 | -5 | 2 | 14
9 | COc1ccccc1NC(=O)CN1CC(=O)Nc2ccccc21 | -1.6 | 21 | -35 | -5 | -1 | -2.1 | -1 | 2 | -22
10 | O=C(/C=C/c1cccc(F)c1)NC1CCN(Cc2ccccc2)CC1 | -0.8 | 36 | 0 | -1 | -9 | 2.1 | 0 | 4 | 23
11 | Cc1cccc(C)c1NC(=O)CSc1nnc(Cn2nnc(-c3ccccc3)n2)n1-c1ccccc1 | -0.6 | 11 | -9 | -7 | -4 | -6.5 | 2 | -4 | 1
12 | Cn1c(Cc2ccccc2)nnc1SCC(=O)Nc1ccc2c(c1)OCCO2 | -5.1 | 11 | -22 | 1 | -7 | -4.0 | 5 | 8 | -1
13 | CNC(=S)N/N=C(\C)c1cccc([N+](=O)[O-])c1 | -3.5 | -9 | 4 | -3 | -9 | -4.4 | 2 | 0 | 7
14 | CCOC(CCc1c(C)nc(NC(C)=O)[nH]c1=O)OCC | -1.7 | 46 | 1 | -4 | -4 | -3.5 | nt | 1 | 10
15 | COc1ccc(CC(=O)NC(C)c2nnc(SCCOc3ccc(OC)cc3)n2C)cc1 (centres undefined) | 1.1 | 15 | -4 | 6 | -5 | -1.1 | 9 | 6 | 11
16 | O=C(c1cncc(Br)c1)N1CCCc2ccccc21 | -3.5 | 10 | 8 | 6 | -14 | -1.2 | -1 | 3 | 16
17 | CCCC(=O)Nc1nc(C)c(-c2csc(Nc3ccc(Cl)cc3)n2)s1 | -4.9 | 20 | -13 | -1 | -8 | -1.6 | 7 | 4 | -9
18 | COc1ccccc1N1CCN(C(=O)Cc2cccs2)CC1 | -1.4 | 10 | 11 | -6 | -4 | -1.7 | 2 | 1 | 14
19 | CCN(CC)S(=O)(=O)c1cc(NS(=O)(=O)c2c(Cl)cccc2Cl)ccc1C | -2.8 | -2 | 0 | -4 | 1 | -2.8 | 2 | 2 | 36
20 | Cc1c2cnn(CC(=O)NCCCN3CC(C)CC(C)C3)c(=O)c2c(C)n1Cc1ccccc1Cl (centres undefined) | 2.7 | 51 | 13 | -9 | 1 | -0.4 | -1 | 4 | 17
21 | CCC(C)N1CNc2c(c(=O)[nH]c(=S)n2-c2cccc(C)c2)C1 (centres undefined) | -3.1 | 32 | 9 | 4 | -8 | -1.7 | 4 | 6 | -5
22 | CCCC(=O)Nc1c2c(nn1-c1ccc([N+](=O)[O-])cc1)CS(=O)(=O)C2 | -0.4 | nt | -1 | 1 | -7 | -1.3 | 0 | 5 | 7
23 | CC(=O)c1ccc(NC(=O)N2CCCC(C(=O)c3ccc4c(c3)OCO4)C2)cc1 (centres undefined) | -1.4 | 14 | 16 | 0 | -8 | -2.1 | -2 | 1 | 6
24 | COCCCN(CC(=O)Nc1ccc(N2CCOCC2)cc1)S(=O)(=O)c1ccccc1 | -3.1 | 52 | -4 | 6 | -2 | -2.6 | -2 | 2 | -2
25 | CN(C(=O)COC(=O)c1cn(-c2ccccc2)nc1-c1ccccc1)C1CCS(=O)(=O)C1 (centres undefined) | 1.7 | 20 | -9 | -13 | -4 | -1.6 | -2 | -4 | 4
26 | Cc1ccc(NC(=O)C2CCCN(c3cnccn3)C2)c(C)c1 (centres undefined) | -2.1 | 17 | -14 | -1 | -4 | -1.2 | -3 | -5 | 19
27 | COc1ccccc1CNC(=O)c1cc(C(C)C)nc2ccccc12 | -1.5 | 27 | -8 | -8 | 8 | -0.9 | 4 | -4 | 33
28 | C/C(=N/Oc1nc(C)cc(C)n1)c1ccc(Br)cc1 | -3.9 | 13 | 8 | 8 | -15 | -2.6 | 4 | -2 | 0
29 | CCOCCCNC(=S)N1CCN(Cc2ccco2)CC1 | -3.2 | 18 | -10 | -9 | 3 | -0.8 | -1 | 1 | 20
30 | C=CCn1c(SCC(=O)NCC2CCCO2)nc2scc(-c3ccc(OC)cc3)c2c1=O (centres undefined) | 1.1 | 33 | -15 | -9 | -15 | -1.9 | -4 | 4 | 7
31 | COc1cc(C(=O)NCCCCc2ccccc2)cc(OC)c1OC | -1.4 | 14 | -12 | -16 | -10 | -1.9 | -6 | 7 | 10
32 | O=C(CCSCCc1ccccn1)Nc1cc(F)ccc1F | -4.0 | 5 | -9 | -1 | -1 | -1.9 | -2 | 6 | 39
33 | Cc1[nH]nc2nc(SCC(=O)NCCC3=CCCCC3)n(-c3ccc(Br)cc3)c(=N)c12 | -4.4 | 19 | -6 | -2 | -20 | -2.3 | 8 | -4 | 24
34 | COc1ccc(COCC(O)CN2CCCC(C(F)(F)F)C2)cc1 (centres undefined) | -3.1 | -17 | 1 | -10 | 1 | 1.1 | 1 | 9 | 29
35 | O=C(CC(C(=O)O)P(=O)(c1ccccc1)c1ccccc1)c1ccccc1 (centres undefined) | 0.9 | 6 | 3 | -15 | -11 | -1.6 | -9 | 7 | -7
36 | Cc1c(C(=O)NCCn2ccc3ccccc32)cccc1[N+](=O)[O-] | 3.8 | 21 | -4 | -12 | 9 | 0.7 | 0 | 1 | 12
37 | O=C1/C(=C/c2ccco2)SC(=S)N1CC1CCCO1 (centres undefined) | 0.2 | 4 | -10 | 9 | -13 | 5.4* | -1 | nt | -1
38 | CC1=C(C)CC(C(=O)NNC(=O)c2cccc(Cl)c2)C(C(=O)O)C1 (centres undefined) | -4.2 | 7 | 9 | 1 | -10 | -2.3 | -3 | -5 | 26
39 | CCCCOc1ccc(N(CC(=O)NC(C)(C)CC)C(=O)CCC(=O)Nc2ccccn2)cc1 | -2.9 | -3 | -9 | -2 | 6 | -1.6 | 2 | -2 | 7
40 | CN(c1ccccc1)S(=O)(=O)c1cc(C(=O)Nc2nc3ccccc3[nH]2)ccc1Cl | -4.0 | 4 | -5 | -8 | -13 | -2.2 | 10 | 5 | 15
41 | CC(=O)NCCc1cnc[nH]1 | -1.1 | 29 | -4 | -1 | 1 | 1.3 | 1 | 3 | 8
42 | COc1ccc(-n2c(C)cc(C(=O)Cn3nnc4ccccc4c3=O)c2C)cc1 | -2.0 | 19 | -10 | -13 | 14 | -0.9 | 2 | -8 | 1
43 | CCSc1nc2sc3c(c2c(=O)n1-c1ccc(C)cc1)CCN(C)C3 | 2.9 | 32 | -15 | 22 | -3 | -1.6 | nt | 4 | 22
44 | CCc1ccc(CNC(=O)C2CC(=O)N(C3CCCC3)C2)cc1 (centres undefined) | -1.3 | 4 | -7 | 1 | -3 | -0.5 | 4 | 1 | -8
45 | O=C(O)c1c[nH]c2c(C(F)(F)F)cccc2c1=O | -2.8 | -6 | 2 | -2 | -6 | -4.4 | 4 | -1 | -3
46 | Cc1c(F)cccc1NS(=O)(=O)c1ccc2c(c1)c(=O)n(C)c(=O)n2C | -5.8 | 34 | 10 | 0 | 10 | -3.3 | 7 | -9 | -3
47 | CCN(CC)S(=O)(=O)c1ccc(NC(=O)c2cccc3c2C(=O)N(CCOC)C3)cc1 | -4.3 | -26 | -16 | 0 | -8 | -4.0 | -5 | 0 | 19

Given field by field: entries from further up.
47. CCN(CC)S(=O)(=O)c1ccc(NC(=O)c2cccc3c2C(=O)N(CCOC)C3)cc1
  VIM-2 inhibitor: -4.3; PHOSPHO1 inh: -26; p-CIP stab down: -16; PfM18AAP inh: 0; GPR7 antagonist: -8; IMP-1 inhibitor: -4.0; IDE cell inh: -5; IDE act: 0; NALP1 yeast inh: 19

44. CCc1ccc(CNC(=O)C2CC(=O)N(C3CCCC3)C2)cc1 (centres undefined)
  VIM-2 inhibitor: -1.3; PHOSPHO1 inh: 4; p-CIP stab down: -7; PfM18AAP inh: 1; GPR7 antagonist: -3; IMP-1 inhibitor: -0.5; IDE cell inh: 4; IDE act: 1; NALP1 yeast inh: -8

Shown with values under each structure: 12 of the compounds above
The line under a structure holds: VIM-2 inhibitor | PHOSPHO1 inh | p-CIP stab down | PfM18AAP inh | GPR7 antagonist | IMP-1 inhibitor | IDE cell inh | IDE act | NALP1 yeast inh
[23] CC(=O)c1ccc(NC(=O)N2CCCC(C(=O)c3ccc4c(c3)OCO4)C2)cc1 (centres undefined)
  -1.4 | 14 | 16 | 0 | -8 | -2.1 | -2 | 1 | 6
[24] COCCCN(CC(=O)Nc1ccc(N2CCOCC2)cc1)S(=O)(=O)c1ccccc1
  -3.1 | 52 | -4 | 6 | -2 | -2.6 | -2 | 2 | -2
[25] CN(C(=O)COC(=O)c1cn(-c2ccccc2)nc1-c1ccccc1)C1CCS(=O)(=O)C1 (centres undefined)
  1.7 | 20 | -9 | -13 | -4 | -1.6 | -2 | -4 | 4
[26] Cc1ccc(NC(=O)C2CCCN(c3cnccn3)C2)c(C)c1 (centres undefined)
  -2.1 | 17 | -14 | -1 | -4 | -1.2 | -3 | -5 | 19
[27] COc1ccccc1CNC(=O)c1cc(C(C)C)nc2ccccc12
  -1.5 | 27 | -8 | -8 | 8 | -0.9 | 4 | -4 | 33
[28] C/C(=N/Oc1nc(C)cc(C)n1)c1ccc(Br)cc1
  -3.9 | 13 | 8 | 8 | -15 | -2.6 | 4 | -2 | 0
[29] CCOCCCNC(=S)N1CCN(Cc2ccco2)CC1
  -3.2 | 18 | -10 | -9 | 3 | -0.8 | -1 | 1 | 20
[30] C=CCn1c(SCC(=O)NCC2CCCO2)nc2scc(-c3ccc(OC)cc3)c2c1=O (centres undefined)
  1.1 | 33 | -15 | -9 | -15 | -1.9 | -4 | 4 | 7
[31] COc1cc(C(=O)NCCCCc2ccccc2)cc(OC)c1OC
  -1.4 | 14 | -12 | -16 | -10 | -1.9 | -6 | 7 | 10
[32] O=C(CCSCCc1ccccn1)Nc1cc(F)ccc1F
  -4.0 | 5 | -9 | -1 | -1 | -1.9 | -2 | 6 | 39
[33] Cc1[nH]nc2nc(SCC(=O)NCCC3=CCCCC3)n(-c3ccc(Br)cc3)c(=N)c12
  -4.4 | 19 | -6 | -2 | -20 | -2.3 | 8 | -4 | 24
[34] COc1ccc(COCC(O)CN2CCCC(C(F)(F)F)C2)cc1 (centres undefined)
  -3.1 | -17 | 1 | -10 | 1 | 1.1 | 1 | 9 | 29
